Kir21 block = Kir2.1 (mouse) channel inhibition; P35561; HEK293-Kir2.1, FluxOR thallium flux fluorescence; hits give low values; B-score at 10 µM; 310,000 tested, 0.85% active; AID 1672;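 active = fluorescence ratio B-score at or below minus 3 SD of library scores, with starting-brightness B-score within 2 SD, cut at about -4.2 in these data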;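 note: channel flux triggered by added potassium and thallium sulfate stimulus; B-score of peak minus minimum fluorescence over baseline after thallium stimulus; more negative B-score means stronger Kir2.1 block with less thallium influx; some compounds called inactive have numbers as strong as hits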
KCNQ2 inh = KCNQ2 potassium channel inhibitors, primary screen, cell-based, CHO-K1, FluxOR thallium flux, B-score (AID 2156) | 20 min; hits give low values | B-score at 10 µM | 310,000 tested, 1.1% active;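 active = fluorescence ratio B-score at most minus 3 library SDs, with starting brightness B-score within 2 library SDs, cut at about -5.5 in these data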
Target sequence (O88943 whole entry, looked up): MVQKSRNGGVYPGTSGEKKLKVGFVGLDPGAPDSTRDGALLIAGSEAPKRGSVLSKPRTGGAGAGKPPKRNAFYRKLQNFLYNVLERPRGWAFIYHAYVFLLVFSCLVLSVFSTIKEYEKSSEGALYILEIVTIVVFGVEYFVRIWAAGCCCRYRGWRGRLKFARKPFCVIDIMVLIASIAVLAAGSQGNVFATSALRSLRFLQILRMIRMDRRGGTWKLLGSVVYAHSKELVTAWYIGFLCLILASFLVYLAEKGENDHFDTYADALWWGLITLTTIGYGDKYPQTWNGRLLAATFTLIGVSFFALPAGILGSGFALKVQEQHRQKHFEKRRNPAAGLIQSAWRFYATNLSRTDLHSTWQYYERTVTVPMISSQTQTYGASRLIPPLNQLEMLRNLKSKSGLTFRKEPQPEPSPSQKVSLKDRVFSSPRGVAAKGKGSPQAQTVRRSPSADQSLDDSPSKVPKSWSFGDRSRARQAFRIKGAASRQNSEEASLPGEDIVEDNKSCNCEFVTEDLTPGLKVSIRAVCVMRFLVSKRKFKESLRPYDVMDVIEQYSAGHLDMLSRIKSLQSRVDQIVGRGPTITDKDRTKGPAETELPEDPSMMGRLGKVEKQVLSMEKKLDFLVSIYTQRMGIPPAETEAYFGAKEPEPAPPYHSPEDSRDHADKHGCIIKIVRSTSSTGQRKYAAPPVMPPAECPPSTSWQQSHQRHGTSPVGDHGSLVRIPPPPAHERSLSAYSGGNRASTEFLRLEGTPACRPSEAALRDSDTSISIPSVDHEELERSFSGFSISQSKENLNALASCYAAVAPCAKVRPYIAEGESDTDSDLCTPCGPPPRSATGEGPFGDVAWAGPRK
* = called active by the depositor; i = inactive; & = joins results of further samples.

SMILES	Kir21 block	KCNQ2 inh
Cn1c(CSc2nc3ccc(Br)cc3[nH]2)nc2ccccc21	-2.7	i
Cc1onc(-c2ccccc2)c1-c1ccc(S(N)(=O)=O)cc1	-0.47	i
COc1cc(-c2nnc(-c3ccc(S(=O)(=O)c4ccccc4)cc3)o2)cc(OC)c1OC	1.2	i
Cn1c(Cc2cccs2)nnc1SCC(=O)N1CCCc2ccccc21	-0.05	i
CCCCc1n(CC(=O)c2ccc(Cl)cc2)c2ccccc2[n+]1C	0.44	i
Cc1ccc(C(=O)N/C(=C/c2cccs2)C(=O)NCC2CCCO2)cc1 (stereo unspecified)	1.6	i
c1ccc2c(N3CCOCC3)nc(-c3ccncc3)nc2c1	-0.64	i
Cc1ccc(OCC(=O)O/N=C(\N)c2ccccn2)cc1C	-1.9	i
CC1C2CC(C(CN(C)C)/C2=N/O)C1(C)C (stereo unspecified)	0.01	i
Cc1ccc2nsnc2c1S(=O)(=O)N(Cc1ccco1)Cc1cc2cccc(C)c2[nH]c1=O	-0.23	i
CCC(=O)c1ccc(OCC(O)CN2CCN(S(=O)(=O)N3CCCCC3)CC2)cc1 (stereo unspecified)	-0.29	i
O=C(CN1CCCCCC1)Nc1cccc([N+](=O)[O-])c1	2.4	i
CC(=O)Oc1ccc(N2C(=O)c3cccc4c([N+](=O)[O-])ccc(c34)C2=O)cc1	0.53	i
O=C(Cc1cccs1)NCc1ccccc1	0.21	i
O=C(O)c1ccccc1/C=N/N1CCN(C2c3ccccc3-c3ccccc32)CC1	1.6	i
COC(=O)CC1=C(C)C(=O)CC2C(C)(C)CCCC12C (stereo unspecified)	-1.2	i
Cc1ccccc1N(CC(=O)Nc1ccc(F)cc1)S(C)(=O)=O	0.32	i
CCOC(=O)c1sc(=S)n(CC)c1NC(=O)C1CC1	-1.5	i
COc1ccc(OCC(=O)Nc2cccc(OC)c2)cc1	0.81	i
Cc1nn(-c2ccccc2)c2c1C(c1cccc([N+](=O)[O-])c1)N(c1ccccc1)C(=O)N2 (stereo unspecified)	-0.22	i
O=C(CSc1nc2ccccc2s1)NCC1CCCO1 (stereo unspecified)	-0.5	i
Cc1ccc(N(CC(=O)NCc2ccc(F)cc2)C(=O)c2snc(C(N)=O)c2N)cc1C	-0.05	i
CC1CCCC(NC(=O)C2c3ccccc3C(=O)N2Cc2cccs2)C1C (stereo unspecified)	0.94	i
CC1(C)S[C@@H]2[C@H](NC(=O)COc3ccccc3)C(=O)N2C1C(=O)OCc1cc2ccccc2n1S(=O)(=O)c1ccccc1 (stereo partly specified)	0.04	i
CN=C(NC(=O)Nc1c(C)cccc1C)NC(=O)Nc1c(C)cccc1C	-0.08	i

Reformatted as labelled records: part of the list above
> Cn1c(Cc2cccs2)nnc1SCC(=O)N1CCCc2ccccc21
  Kir21 block: -0.05
  KCNQ2 inh: i
> CCCCc1n(CC(=O)c2ccc(Cl)cc2)c2ccccc2[n+]1C
  Kir21 block: 0.44
  KCNQ2 inh: i

Some values from the entries so far:
`CCCCc1n(CC(=O)c2ccc(Cl)cc2)c2ccccc2[n+]1C` – Kir21 block = 0.44
`CCC(=O)c1ccc(OCC(O)CN2CCN(S(=O)(=O)N3CCCCC3)CC2)cc1` (stereo unspecified) – Kir21 block = -0.29
`COC(=O)CC1=C(C)C(=O)CC2C(C)(C)CCCC12C` (stereo unspecified) – Kir21 block = -1.2
`CC1(C)S[C@@H]2[C@H](NC(=O)COc3ccccc3)C(=O)N2C1C(=O)OCc1cc2ccccc2n1S(=O)(=O)c1ccccc1` (stereo partly specified) – Kir21 block = 0.04
`CC1CCCC(NC(=O)C2c3ccccc3C(=O)N2Cc2cccs2)C1C` (stereo unspecified) – Kir21 block = 0.94

More results follow:
SMILES	Kir21 block	KCNQ2 inh
CNC(=O)/C(C#N)=C/c1cccc(Oc2ccccc2)c1	-5.1*	-5.9*
CSc1ccccc1OCc1cc(C(=O)N(C)CCc2c(C)n[nH]c2C)no1	-0.1	i
COc1ccccc1NC(=O)c1cc([N+](=O)[O-])ccc1N1CCOCC1	-0.48	i
O=C1[C@@H]2[C@@H]3C[C@@H]([C@H]4ON=C(c5ccc(OCc6ccccc6)cc5)[C@@H]34)[C@@H]2C(=O)N1c1ccc2c(c1)OCO2	-0.6	i
O=c1cc(-c2ccc(O)cc2)oc2c(C3OCC(O)C(O)C3O)c(O)c(C3OC(CO)C(O)C(O)C3O)c(O)c12 (stereo unspecified)	-0.08	i
Cc1cc(NC(=O)C2Oc3ccccc3OC2C)no1 (stereo unspecified)	1	i
CCOc1ccccc1CN1CCN(Cc2c[nH]c3ccccc23)CC1CCO (stereo unspecified)	-1.3	i
O=C1Nc2ccccc2Oc2cc([N+](=O)[O-])ccc21	-1.7	i
CN1C(=O)c2cccc(NC(=O)Cc3ccccc3)c2C1=O	-0.48	i
Cc1cccc(C(=O)NNS(=O)(=O)c2ccccc2)c1O	-0.96	i
Cc1cc(Cl)cc(Cl)c1OCCOc1cccc2cccnc12	-0.27	i
COc1ccc(N(C(=O)c2ccc(S(=O)(=O)N3CCOCC3)cc2)C2C=CS(=O)(=O)C2)cc1 (stereo unspecified)	0.31	i
COc1ccccc1N1Cc2ccc(OC)c(OC)c2C1=O	0.65	i
COc1ccc(CNC(=O)C2CCCN2C(=O)NCc2ccccc2)cc1 (stereo unspecified)	2.1	i
Cc1ccc(-n2c(SCC(=O)NCc3ccco3)nc3sc(C)c(C)c3c2=O)cc1	-0.03	i
Oc1ccc2c(ccc3[nH]cnc32)c1	-0.55	i
CN(C)c1cnn(-c2ccccc2)c(=O)c1Cl	-0.58	i
Cc1cc(C)c(S(=O)(=O)N(CC(=O)O)C2CCCCC2)c(C)c1	1.3	i
COc1ccc(Cl)cc1C(=O)NNC(=O)c1csc(N2CCOCC2)n1	0.78	i
CCOc1ccc(C(=S)N2CCCC2)cc1OCC	-0.65	i
CCN(CC)c1ccc(N2C(=O)C3CCCCC3C2=O)cc1[N+](=O)[O-] (stereo unspecified)	1.2	i
O=S(=O)(c1ccccc1)[C@@]1(c2ccc(Br)cc2)C[C@@H]2ON=C(c3cccc(Br)c3)[C@@H]2C1	1.5	i
O=C(NC1CCCC1)C(=O)c1c[nH]c2ccccc12	1.5	i
Cc1cccc(Nc2nc(C)cc(C)c2C#N)c1	1.6	i
CCCCCCOc1ccc(/C(C)=N/NC2=NCCN2)cc1	0.71	i
Continued.
SMILES	Kir21 block	KCNQ2 inh
Cc1ccccc1NC(=S)NC(=O)Cc1ccc(Cl)cc1	0.31	i
CNC(=O)C1(C)C=CC2(CCCCC2)N1C(=O)OC (stereo unspecified)	-1.1	i
c1ccc(N2CCOCCOCCOCCOCCOCC2)cc1	0.91	i
CNc1ccc2nnc(C(F)(F)C(F)(F)C(F)(F)F)n2n1	0.38	i
CCCCOc1ccc(-c2nnc(-c3ccncc3)o2)cc1	0.55	i
COc1ccc2c(=O)c3c(=O)n(-c4ccc(C)cc4)c(-c4ccccc4)nc3oc2c1	-1.4	i
CCN(CCn1cccn1)Cc1cn[nH]c1-c1ccc(OC)cc1F	-1.1	i
COc1ccc(CN=C(C#N)C2=C(O)c3ccccc3C2=O)cc1	2.1	i
O=[N+]([O-])c1cc2c(cc1Br)CCN2	0.05	i
COC(=O)C1=C(N)Oc2cc(C)[nH]c(=O)c2C1c1ccccc1OC (stereo unspecified)	1.9	i
CCC1SC2=NCCN2C1(O)c1ccc(Cl)cc1 (stereo unspecified)	-0.35	i
COc1ccc(CCNc2ncnc3c2[nH]c2cc(OC)c(OC)cc23)cc1OC	0.36	i
O=C(Cc1ccc(-n2c(=O)c3sccc3n(CC(=O)Nc3ccccc3)c2=O)cc1)NCc1ccco1	1	i
COc1cc(C(=O)NCCCNC(=O)c2cc(OC)c(OC)c(OC)c2)cc(OC)c1OC	-2	i
c1ccc(CSc2nc3ncncc3[nH]2)cc1	0.81	i
CCCOC(=O)c1ccc(O)c(OC)c1	2.6	i
CCc1c(C)nc2cc(-c3cccc(Br)c3)[nH]n2c1=O	1.2	i
Cn1c(-c2ccccc2)cnc1NCc1ccc(-c2ccccc2)cc1	1.8	i
O=C(CCc1nnc(-c2ccccc2)o1)NCc1cc(F)ccc1F	-1	i
Cn1c(N)c(S(=O)(=O)NCc2ccc(Cl)cc2)c(=O)n(C)c1=O	-0.21	i
NS(=O)(=O)c1ccc(NC(=S)NCc2ccccc2)cc1	0	i
Cc1cccc(N2CCN(Cc3c(C)n(C)n(-c4ccccc4)c3=O)CC2)c1C	0.41	i
Cn1ccnc1SCC(=O)n1c2c(c3ccccc31)CCCC2	0.01	i
Cc1cccc(NC(=O)NC(C)C(c2cccs2)N2CCOCC2)c1 (stereo unspecified)	0.28	i
O=[N+]([O-])c1cc(S(=O)(=O)C(F)(F)F)ccc1Sc1nc2ccccc2s1	-0.77	i

KCNQ2 inh: entries above that show a hit
SMILES	Kir21 block	KCNQ2 inh
CNC(=O)/C(C#N)=C/c1cccc(Oc2ccccc2)c1	-5.1*	-5.9*

(list continues)
SMILES	Kir21 block	KCNQ2 inh
Cc1cccc(-c2nc(CS(=O)CC(=O)N3CCN(C)CC3)c(C)o2)c1 (stereo unspecified)	0.39	i
CCCCOC(=O)C1=C(C)Nc2ncnn2C1c1cccc(OC)c1OC (stereo unspecified)	-0.17	i
CCOC(=O)/C=C/C(=O)Nc1nccs1	-0.05	i
COc1ccc(-n2nnnc2CNC(=O)c2ccc3c(c2)OCO3)cc1	-0.99	i
CCOc1ccc2nc(SCc3cccc(C)c3)nc(C)c2c1	-0.78	i
O=C1N=C(N2CCOCC2)S/C1=C/c1cccs1	-0.78	i
CC(=O)c1ccc(OCC(O)CN2CCN(Cc3ccc4c(c3)OCO4)CC2)cc1 (stereo unspecified)	0.69&1.6	i
Cc1nc2ccc3[nH]snc3c2n1	1.1	i
CC(CCc1ccccc1)NC(=O)CCC(=O)N1CCC(C(=O)O)CC1 (stereo unspecified)	0.41	i
Cc1ccc(NC(=O)/C(=C/c2cccs2)NC(=O)c2ccco2)cc1	0.36	i
O=C(O)Cn1cc(CN2CCOCC2)c2ccccc21	-1	i
CC(=O)C1=C(O)C(=O)N(c2ccc(F)cc2)C1c1ccc(C)cc1 (stereo unspecified)	0.03	i
COc1ccc(C2CC(=O)c3cnc(NC(=O)c4cc(OC)cc(OC)c4)nc3C2)cc1 (stereo unspecified)	2.5	i
CC(C)CCN1CCN(Cc2cc(F)ccc2-n2cccn2)CC1CCO (stereo unspecified)	0.07	i
COc1ccc(/C(C)=N/NC(=O)c2nnn(-c3nonc3N)c2CN(C)c2ccccc2)cc1	-0.07	i
Nc1c(C(=O)NCc2ccco2)c2nc3ccccc3nc2n1CCc1ccccc1	-1.6	i
O=C(NC1CCCC1)c1n[nH]c2ccccc12	-1.7	i
CCOC(=O)C(=O)Nc1ccc2c(c1)OCO2	0.03	i
c1ccc2c(c1)CCCN2c1nc2ccccc2n2cnnc12	-2.1	i
COc1nn(C(C)C(=O)N2N=C(C(F)F)CC2(O)C(F)F)cc1[N+](=O)[O-] (stereo unspecified)	-0.01	i
COc1ccc(N2CCN(c3nc4c(C)cccn4c(=O)c3/C=C(\C#N)C(N)=O)CC2)cc1	-0.21	i
O=C(COC(=O)/C=C/c1ccccc1Cl)NCc1ccco1	2.6	i
O=C(Nc1nnc(S(=O)(=O)N2CCOCC2)s1)c1ccccc1Br	4.1	i
Cc1ccc(S(=O)(=O)N2CCCCC2)cc1C(=O)N1CCN(c2ccccn2)CC1	1.6	i
Cc1ccc(NC(=O)C2CC2C)cc1S(=O)(=O)N1CCOCC1 (stereo unspecified)	-2.4	i
Other records.
SMILES	Kir21 block	KCNQ2 inh
COc1ccc(S(=O)(=O)N(C)c2ccc(C(=O)Nc3cccnc3)cc2)cc1	-0.27	i
CC(=O)Nc1ccc(N(C(=O)c2cnccn2)C(C(=O)NC2CCCCC2)c2ccc(F)cc2)cc1 (stereo unspecified)	0.94	i
Cc1nn(-c2ccccc2)c(C)c1-c1cc(C(=O)N/N=C/c2cccnc2)[nH]n1	0.49	i
Cc1c(C(=O)/C=C/c2cccs2)oc2ccc(F)cc12	-0.54	i
CSc1ccccc1OCc1cc(C(=O)NC(C)c2cnn(C)c2)no1 (stereo unspecified)	1.1	i
CCOc1ccc(C(=O)Nc2ccc(S(=O)(=O)Nc3nccc(C)n3)cc2)cc1OCC	2.1	i
O=C(Cc1c[nH]c2ccccc12)Nc1nnc(C2CC2)s1	-0.18	i
OCCNC(=S)Nc1ccc(Oc2ccccc2)cc1	-1.3	i
Cc1ccc(C2N(c3ccccc3)C(=O)N3CCCN23)cc1 (stereo unspecified)	-2	i
Cc1cccc(NC(=O)CSc2nccn2Cc2ccco2)c1	-1.3	i
CCC(C)(C(=O)NC1CCCCC1)N(CC1CCCO1)C(=O)c1ccccn1 (stereo unspecified)	-0.88	i
COCCCn1[nH]c2c3c(ccc2c1=O)C(=O)c1ccccc1C3=O	-1.4	i
O=C(CSc1ccsc1[N+](=O)[O-])N1CCN(c2ccccc2)CC1	0.12	i
c1ccc2c(c1)Cc1cc3ccccc3nc1-2	1	i
O=C(Nc1ccc2c(c1)OCO2)C1CC(c2cccc(Br)c2)=NO1 (stereo unspecified)	0.4	i
O=C1Nc2ccccc2N(O)N1c1ccc(S(=O)(=O)N2CCCCCC2)cc1	0.01	i
C=CCN1C(=O)/C(=C/c2ccc(OCC(=O)O)cc2)S/C1=N/c1nccs1	1.3	i
CCOc1ccc(NC(=O)CN(C)S(=O)(=O)c2cccc3cccnc23)cc1	-0.52	i
O=C(OCC(=O)N1CCCC1=O)c1cccc([N+](=O)[O-])c1	0.54	i
COc1ccc(NC(=O)CCOc2ccccc2)cc1	1.4	i
O=C(O)CCCCCCCCCCCc1ccccc1	-0.06	i

3 entries drawn at random from those above, as already listed:
SMILES	Kir21 block	KCNQ2 inh
O=C(COC(=O)/C=C/c1ccccc1Cl)NCc1ccco1	2.6	i
CCCCc1n(CC(=O)c2ccc(Cl)cc2)c2ccccc2[n+]1C	0.44	i
CCOc1ccc2nc(SCc3cccc(C)c3)nc(C)c2c1	-0.78	i

Screening data from PubChem.
